HePTP inh: human HePTP phosphatase inhibition; AID 521; hit rate 0.64% among 110,000; inhibition, % at 20 µM; P35236; recombinant HePTP phosphatase activity, OD absorbance; in the data active = inhibition above about 50%;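 also: plate controls were vehicle for no effect and reference inhibitor for full effect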
Target sequence (P35236 whole entry, looked up): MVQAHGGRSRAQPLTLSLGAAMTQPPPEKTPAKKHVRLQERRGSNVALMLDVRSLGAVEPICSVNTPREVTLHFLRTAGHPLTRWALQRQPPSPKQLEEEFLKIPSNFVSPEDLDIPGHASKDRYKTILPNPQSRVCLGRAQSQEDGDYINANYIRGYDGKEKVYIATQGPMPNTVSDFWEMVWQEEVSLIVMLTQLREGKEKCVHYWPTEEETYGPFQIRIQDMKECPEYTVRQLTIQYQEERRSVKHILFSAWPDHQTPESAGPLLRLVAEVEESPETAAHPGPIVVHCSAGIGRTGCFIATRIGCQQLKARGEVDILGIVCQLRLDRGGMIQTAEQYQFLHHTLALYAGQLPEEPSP
BAP1 inh: blocks human BAP1 ubiquitin-AMC hydrolysis; hit rate 0.48% among 72,000; recombinant BAP1, Ub-AMC hydrolysis fluorescence kinetic; active compounds read low; activity remaining (% of control), % at 20 µM; AID 436; Q92560;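 active = activity remaining at or below 50% of control, provided the compound also passes the data quality filters; inactive = the rest, including low values that fail the filters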;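 also: 100% = DMSO wells rate and 0% = substrate alone blank rate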
Target sequence (Q92560 whole entry, looked up): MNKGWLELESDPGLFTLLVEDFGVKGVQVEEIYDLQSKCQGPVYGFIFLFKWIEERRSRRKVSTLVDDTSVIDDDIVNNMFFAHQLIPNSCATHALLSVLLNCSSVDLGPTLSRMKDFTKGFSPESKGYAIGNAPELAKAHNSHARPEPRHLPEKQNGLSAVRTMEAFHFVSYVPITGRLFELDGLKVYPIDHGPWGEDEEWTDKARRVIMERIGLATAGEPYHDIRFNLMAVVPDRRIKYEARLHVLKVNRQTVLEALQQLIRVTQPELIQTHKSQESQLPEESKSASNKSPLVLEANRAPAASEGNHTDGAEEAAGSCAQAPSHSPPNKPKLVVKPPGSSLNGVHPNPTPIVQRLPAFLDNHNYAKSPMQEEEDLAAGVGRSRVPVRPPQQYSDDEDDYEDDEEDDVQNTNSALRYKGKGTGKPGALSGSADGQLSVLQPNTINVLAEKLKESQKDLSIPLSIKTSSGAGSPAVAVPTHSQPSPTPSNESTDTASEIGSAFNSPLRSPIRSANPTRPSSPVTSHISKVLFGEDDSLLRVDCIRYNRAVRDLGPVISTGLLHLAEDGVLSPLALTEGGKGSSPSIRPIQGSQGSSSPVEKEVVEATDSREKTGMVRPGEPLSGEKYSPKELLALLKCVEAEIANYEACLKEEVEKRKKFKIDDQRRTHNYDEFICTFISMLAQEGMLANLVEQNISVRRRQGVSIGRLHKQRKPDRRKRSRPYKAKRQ
* hit, by the source's call; / = no result given; & = joins results of further samples.

SMILES | HePTP inh | BAP1 inh
COc1ccc2ccccc2c1C=Nc1ccc(C)c(I)c1 | -8 | /
COc1cc(C=O)ccc1Oc1ccc([N+](=O)[O-])cn1 | -2 | /
CC1(C)Cc2c(sc3nc(SCc4ccccc4)n(CCc4ccccc4)c(=O)c23)CO1 | 7 | /
CC(C)CCn1c(N2CCN(Cc3ccccc3)CC2)nc2c1c(=O)[nH]c(=O)n2C | 9 | 93
Cc1cccc(S(=O)(=O)NCCC(=O)OC(C)C(=O)NC(=O)NC2CCCCC2)c1 (centres undefined) | 7 | 94
C/C(=N\Nc1cc(-c2ccccc2)nc(C)n1)c1cccc(N)c1 | 0 | /
O=C1NC(c2ccccc2)=C(c2ccc3ccccc3n2)C(c2ccc([N+](=O)[O-])cc2)N1 (centres undefined) | -10 | /
CC1=C(C(=O)OCCc2ccccc2)C(c2ccc3c(c2)OCO3)C2=C(CC(C)(C)CC2=O)N1 (centres undefined) | 9 | /
c1ccc2c(c1)sc1nnnn12 | 11 | 87
CCOC(=O)Nc1ccc2c(c1)Sc1ccccc1N2C(=O)CCN1CCOCC1 | 10 | 104
Nc1ccc(Br)c(NC(=O)c2ccccc2)c1 | 6 | /
COc1ccccc1NC(=O)C1=C(C)NC(=S)NC1c1ccccc1F (centres undefined) | -10 | /
Cc1nnc(SCCn2c(N3CCC(C)CC3)nc3c2c(=O)[nH]c(=O)n3C)s1 | / | 98
COc1ccc(OCC(=O)Nc2ccc(S(=O)(=O)N3CCCCCC3)cc2)cc1 | 6 | 80
CC1CC(Nc2ccccc2)c2ccccc2N1C(=O)c1ccccc1 (centres undefined) | 3 | /
CC(C(=O)Nc1cc(C(F)(F)F)ccc1N1CCOCC1)N1C(=O)C2CC=CCC2C1=O (centres undefined) | 5 | 96
Nc1cc(-c2cccc(F)c2)nn1S(=O)(=O)c1cccc2nsnc12 | 5 | 103
COc1ccc2nc(SCC(=O)N3CCNC3=O)[nH]c2c1 | 3 | 129
C=CCN1CCc2cc(O)c(O)cc2C(c2ccccc2)C1 (centres undefined) | / | 96
CCOC(=O)CSc1nc2sc3c(c2c(=O)n1-c1ccc(OC)cc1)CCc1ccccc1-3 | -8 | /
O=C(N/N=C/c1ccccc1[N+](=O)[O-])C(=O)Nc1cccc2ccccc12 | -6 | /
CC1=NN(C(=O)c2ccccc2)C(O)(c2ccccc2)C1 (centres undefined) | -4 | /
Cc1ccc(N(CC(=O)NCC(C)C)S(=O)(=O)c2ccc(F)cc2)cc1 | 0 | /
CCN(C(=O)N1CCOCC1)c1ccccc1 | 4 | /
CC(C)(CO)N=Cc1ccc(Cl)cc1 | 2 | /

Complete entries from above. Order of screens: HePTP inh	BAP1 inh
`C=CCN1CCc2cc(O)c(O)cc2C(c2ccccc2)C1` (centres undefined) as listed: /	96
`O=C1NC(c2ccccc2)=C(c2ccc3ccccc3n2)C(c2ccc([N+](=O)[O-])cc2)N1` (centres undefined) as listed: -10	/
`CC1=C(C(=O)OCCc2ccccc2)C(c2ccc3c(c2)OCO3)C2=C(CC(C)(C)CC2=O)N1` (centres undefined) as listed: 9	/
`COc1cc(C=O)ccc1Oc1ccc([N+](=O)[O-])cn1` as listed: -2	/
`COc1ccc2nc(SCC(=O)N3CCNC3=O)[nH]c2c1` as listed: 3	129

(next part)
SMILES | HePTP inh | BAP1 inh
O=C(COc1ccccc1)Nc1ccc(Cl)cn1 | 12 | 346
CCOc1ccccc1NC(=O)C(=O)NCc1ccccn1 | 6 | /
c1ccc2c(OCCCN3CCOCC3)cccc2c1 | -6 | /
O=C(CSc1ccc2nnc(-c3ccccn3)n2n1)NCc1ccc2c(c1)OCO2 | 2 | 96
COc1ccc(OC)c(NC(=O)c2ccc(C(C)(C)C)cc2)c1 | / | 226
COc1ccc(C2=CC(c3cccc(OC)c3)n3nnnc3N2)cc1 (centres undefined) | 0 | /
O=C1NC(=O)N(c2ccccc2)C(=O)/C1=C\c1ccc(-c2cccc([N+](=O)[O-])c2)o1 | 11 | /
CCOC(=O)c1cc2c(C(F)(F)F)cc(-c3cccnc3)nc2o1 | 7 | /
CCOC(=O)c1[nH]c(C)c(C(=O)N2CCN(C(=O)c3ccco3)CC2)c1C | -12 | 89
N#C/C(=C/c1ccc(N2CCCCCC2)o1)c1ccc(F)cc1 | 7 | /
Cc1cccc(-n2c(Cc3ccccc3)nnc2SCC(=O)N2CCOCC2)c1 | 7 | 90
C/C(=N/N=C1\NC(=O)C(C)S1)c1ccc(Cl)cc1 (centres undefined) | 0 | /
O=C(c1cccnc1)N1CCN(C(=O)c2ccccc2F)CC1 | 0&-6 | 97
Cc1cccc(NC(=O)CSc2nnc(Cn3nnc(-c4ccccc4)n3)n2-c2ccccc2)c1 | 4 | 80
CCOC(=O)CN(C(=O)CSc1nnc(-c2ccc(OC)c(OC)c2)o1)c1ccccc1 | 4 | 103
O=C(O)c1ccccc1SCC(=O)N1CCCCC1 | 12 | 99
COc1ccc(-n2c(Cc3cccn3C)nnc2SCC(=O)N2CCCc3ccccc32)cc1 | -2 | 83
CCC(=O)Oc1ccc2c(C)cc(=O)oc2c1I | -4 | /
COc1ccccc1NC(=O)c1ccccc1NC(=O)c1ccc(C)cc1 | 3 | 67
COc1ccc(N=Cc2cccnc2)cc1 | 10 | /
Cc1ccc(Cl)cc1NC(=O)CSc1nnc(N)s1 | 3 | /
O=C(O)c1cccc(S(=O)(=O)N2CCCCC2)c1 | / | 77
O=C(Nc1ccccc1I)C1CC(=O)N(c2ccc(Cl)cc2)C1 (centres undefined) | 4 | /
CC(=O)c1c(O)cc(C)n(Nc2nc(C)cc(C)n2)c1=O | 4 | 97
O=C(C1CCCCC1)N1CCCC(c2nc(-c3ccc(F)cc3)no2)C1 (centres undefined) | 4 | 80
SMILES | HePTP inh | BAP1 inh
Cn1c(NN)nc2c(c1=O)C(C)(C)Cc1ccccc1-2 | 8 | /
CN(CC(=O)NCc1ccc(F)cc1)S(=O)(=O)c1cccc2nsnc12 | -4 | 115
O=C(O)c1cccc(N2C(=O)C3C(C2=O)C2C=CC3C23CC3)c1 (centres undefined) | / | 52
Cc1ccc(/C=N\NC(=O)c2ccc(O)cc2)cc1 | 10 | /
Cc1ccc(S(=O)(=O)NCc2ccco2)c(C)c1C | -2 | 107
CCOc1cccc(N2C(=O)/C(=C/c3cc(Cl)c(O)c(OC)c3)C(=O)NC2=S)c1 | 6 | /
Cc1cc(C(=O)Nc2ccccc2C(=O)O)c(C)o1 | 5 | /
NC(=O)C1CCN(C(=O)c2cnn(-c3ccccc3)c2NC(=O)c2ccco2)CC1 | -4 | 92
COCCn1c(SCC(=O)NCC2CCCO2)nc2c(c1=O)SC(C)C2 (centres undefined) | -12 | 85
COc1ccc(S(=O)(=O)N2CCCC(C(=O)Nc3cccc(C(C)=O)c3)C2)cc1 (centres undefined) | 16 | 136
CCc1c(C)c(C#N)c2nc3ccccc3n2c1-n1nc(C)cc1C | 6 | 135
CC(C)NS(=O)(=O)c1ccc(OCC(=O)NCc2ccccc2)cc1 | 9 | 103
O=C1c2ccc(Oc3cccc([N+](=O)[O-])c3)cc2C(=O)N1c1ccc(Cl)cn1 | -9 | /
CC(=O)C1=C(O)C(=O)N(C)C1c1ccccc1F (centres undefined) | 0 | 89
Fc1ccc(-c2cn(-c3ccccc3)c3[n+]2CCS3)cc1 | / | 67
COc1ccc(C2C(C(=O)N3CCCC3)c3cc(OC)c(OC)cc3C(=O)N2C)cc1 (centres undefined) | -12 | 95
O=C(O)CSCc1cccc(Br)c1 | 8 | /
O=C(NCC(=O)N(c1cnc2ccccc2c1)C(C(=O)NC1CCCC1)c1ccncc1)c1ccco1 (centres undefined) | 1 | 91
Cc1ccc(C(=O)NC(=S)Nc2c[nH]c(=O)[nH]c2=O)cc1 | 3 | /
CCN1C(=O)/C(=C\c2cccc(OC)c2OC)SC1=S | 1 | /
CCSC1=C(C#N)C2(CCCCC2)C(C#N)C(=O)N1 (centres undefined) | 11 | 83
O=C(CSc1nc2ccccc2c(=O)n1Cc1ccccc1)c1ccc(Cl)cc1 | -2 | /
CCCCOc1ccccc1NC(=O)c1ccco1 | 8 | 92
CC(C)C(C)(C#N)NC(=O)CSc1nc2scc(-c3ccco3)c2c(=O)n1-c1ccccc1 (centres undefined) | 3 | 105
CN1C(=O)/C(=C2/SC(=O)N(c3cccc(Cl)c3)C2=S)c2ccccc21 | -12 | /
SMILES | HePTP inh | BAP1 inh
CC(=O)N1CCN(c2ccc([N+](=O)[O-])c(N)c2)CC1 | -2 | 51
O=C(Oc1ccc2c(c1)OCO2)c1ccc(F)cc1Cl | -5 | 101
COc1ccc(CCNC(=O)c2nonc2N)cc1OC | 9 | 103
Clc1ccc(C=NN2CCN(Cc3ccccc3Cl)CC2)c(Cl)c1 | -6 | /
CC(=O)Nc1ccc(S(=O)(=O)NCCSc2ccccn2)cc1 | -3&-3 | 155
COCCNC(=O)C(c1ccc(C)cc1)N(C(=O)CCC(=O)Nc1ccccn1)C1CCCC1 (centres undefined) | 6 | 95
O=c1cc(NC2CCCCC2)c2ccccc2n1-c1ccccc1 | -7 | /
Cc1ccc(O)c(C=Nc2cccc3nsnc23)c1 | -6 | /
Cc1ccc(C(=O)Nc2nc3ccc4nc(C)sc4c3s2)cc1 | / | 65
O=C1c2oc3ccccc3c(=O)c2C(c2cccc(F)c2)N1CCCO (centres undefined) | -6 | 85
COc1ccc(OC)c(NC(=O)c2cc3cc(Br)ccc3oc2=O)c1 | -12 | /
COc1ccc(NC(=O)COc2ccc(Br)cc2)cc1 | -10 | /
CCCNC(=O)NCCc1ccncc1 | 8 | 89
COC(=O)c1ccc(NC(=S)NC(=O)/C=C/c2ccc(Br)cc2)cc1 | 8 | /
O=C(NCCCn1ccnc1)c1cnn2c1NC(c1cccs1)CC2C(F)(F)F (centres undefined) | -8 | /
CC(=O)NC(Oc1ccc(C=Nc2c(C)n(C)n(-c3ccccc3)c2=O)cc1)C(Cl)(Cl)Cl (centres undefined) | -17 | /
COc1ccc(C(=O)Nc2ccc(NC(=O)c3ccc(C(C)(C)C)cc3)cc2)cc1[N+](=O)[O-] | / | 64
CCOC(=O)C1CCN(c2cc(=O)n(Cc3ccc(F)cc3)c(=O)[nH]2)CC1 | 1 | 95
COc1ccc(COC(=O)C2=C(C)NC(=O)NC2c2ccccc2F)cc1 (centres undefined) | -3 | /
CCn1cc2c(c1-c1cccc(C)c1)c(=O)n(C)c(=O)n2C | 4 | 105
C=CCN(CC=C)C(=O)c1ccccc1NC(=O)c1ccccc1C | 11 | /
COc1ccc(-n2nnc3c(SCC(=O)OCc4ccccc4)ncnc32)cc1 | -7 | /
CCOC(=O)c1c(NC(=O)c2ccc(OC)cc2OC)sc2c1CCC2 | / | 143
O=C(O)C1CCCCN1S(=O)(=O)c1ccc(Cl)cc1 (centres undefined) | / | 66
O=C(c1ccc(Br)cc1)N1CCN(c2ccc([N+](=O)[O-])c(NC3CC3)c2)CC1 | / | 362

Molecules above with a nitro group on carbon (eight):
SMILES | HePTP inh | BAP1 inh
COc1cc(C=O)ccc1Oc1ccc([N+](=O)[O-])cn1 | -2 | /
O=C1NC(c2ccccc2)=C(c2ccc3ccccc3n2)C(c2ccc([N+](=O)[O-])cc2)N1 (centres undefined) | -10 | /
O=C(N/N=C/c1ccccc1[N+](=O)[O-])C(=O)Nc1cccc2ccccc12 | -6 | /
O=C1NC(=O)N(c2ccccc2)C(=O)/C1=C\c1ccc(-c2cccc([N+](=O)[O-])c2)o1 | 11 | /
O=C1c2ccc(Oc3cccc([N+](=O)[O-])c3)cc2C(=O)N1c1ccc(Cl)cn1 | -9 | /
CC(=O)N1CCN(c2ccc([N+](=O)[O-])c(N)c2)CC1 | -2 | 51
COc1ccc(C(=O)Nc2ccc(NC(=O)c3ccc(C(C)(C)C)cc3)cc2)cc1[N+](=O)[O-] | / | 64
O=C(c1ccc(Br)cc1)N1CCN(c2ccc([N+](=O)[O-])c(NC3CC3)c2)CC1 | / | 362

Continuation.
SMILES | HePTP inh | BAP1 inh
COc1ccc(CCNC(=O)CSc2nc(O)c(CC(C)C)c(=O)[nH]2)cc1OC | 7 | 106
COc1cccc2c(=O)cc(C)n(CC(=O)Nc3ccc(C)c(C)c3)c12 | 12 | 143
CSC1=[N+](c2ccccc2)C(O)C(C)CN1 (centres undefined) | 2 | /
CN1CCN(NC(=O)c2ccc([N+](=O)[O-])cc2Cl)CC1 | -4 | /
CCOC(=O)c1c(CN2CCCCC2)oc2ccc(O)cc12 | 8 | 121
CC(=O)Nc1ccc2c(c1)nc(CCNC(=O)c1ccccc1)n2C | -9 | 103
COc1ccc(C(=O)CSc2nnc(-c3cc(C)cc(C)c3)o2)cc1 | -6 | 93
Cc1cc(/C=C2\C(=O)NC(=S)N(c3ccccc3F)C2=O)c(C)n1-c1cccnc1 | 2 | /
CCCCn1c(/N=C/c2cc(OC)ccc2O)nc2ccccc21 | 2 | 136
COc1cccc(/C=N/n2c(C)nc3ccccc32)c1OC | -5 | 93
CSc1nnc(-c2cccc(NC(=S)NN)c2)o1 | 4 | /
Cc1ccc(C)c(OCCCCCCn2ccnc2)c1 | 3 | /
CCOC(=O)NCc1ccc(CNC(=O)OCC)cc1 | 3 | 101
CCCc1c(C)c2ccc(OCC(C)=O)cc2oc1=O | 28 | /
CC(C)c1ccc(/C=C/C(=O)NCc2cccnc2)cc1 | 9 | /
NC(=O)NC(Cc1ccccc1)c1ccccc1 (centres undefined) | 10&-5 | 102
COc1ccc(NC(=O)c2ccc(OC3CSC3)cc2)cc1 | 6 | /
COc1ccc(OC)c(NC(=O)c2nnn(Cc3ccccc3C)c2N)c1 | -2 | /
O=C(CCc1n[nH]c(=O)[nH]c1=O)N/N=C/c1c[nH]c2ccccc12 | -24 | /
CC1=C(C(=O)OC2CCCCC2)C(c2cccc3ccccc23)C2=C(CCCC2=O)N1 (centres undefined) | -22 | /
CC(C)C(c1nnnn1Cc1ccc2c(c1)OCO2)N1CCN(c2ccccc2)CC1 (centres undefined) | 5 | 89
COc1cc(NC(=O)COc2ccc(Br)cc2C(C)(C)C)c(OC)cc1Cl | 1 | /
Nc1nc2ccccc2n1CCOc1ccccc1Cl | 12 | 95

Bioassay records: PubChem, several laboratories
